Screening data: PubChem BioAssay, National Center for Advancing Translational Sciences (NCATS)
S2 tox – Viability Counterscreen for Primary qHTS for Inhibitors of ATXN expression | S2 cells (HEK-293 line with an ATXN2-luciferase reporter) viability, CellTiter-Fluor protease fluorescence, 24 h | Potency, µM (top dose mostly 56.7 µM), most hits filed as cytotoxic | actives 0.49% (n = 400,000) | AID 651635, 2014; note: potency is the fitted concentration of half-maximal effect; nearly all actives have a fitted effect of over 40% in size
HT1080NT lethal – qHTS for induction of synthetic lethality in tumor cells producing 2HG: qHTS for the HT-1080-NT fibrosarcoma cell line | AID 686970, 2013 | actives 1.6% (n = 360,000) | Potency, µM (top dose mostly 46.1 µM), without a hit: top-dose activity, negative = less viability, hits mostly cytotoxic | HT-1080-NT fibrosarcoma viability, CellTiter-Glo ATP luminescence, 48 h;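 note: NT is the 2HG producing partner of a matched IDH1 knockdown line; potency is the fitted concentration of half-maximal effect; 0% = DMSO-treated cells and -100% = media-only wells without cells; nearly all actives have a fitted effect of over 55% in size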
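Viability by CellTiter-Glo luminescence after 48 h compound exposure at 37C of HT-1080-NT cells (750/well, RPMI, 5% FBS). % activity scaled between DMSO wells and medium-only wells, then curve-fitted and categorized by curve class.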
HepG2 tox – qHTS for Inhibitors of TGF-b: Cytotox Counterscreen; HepG2 CAGA-GFP viability, ATP luminescence, 18 h; Potency, µM (doses to about 46.1 µM), for inactives: top-dose activity change, negative = cytotoxicity, actives largely listed as cytotoxic; actives 0.76% (n = 410,000); note: potency is the fitted concentration of half-maximal effect; some results filed as inactive show a strong effect at the top dose
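CellTiter-Glo luminescence gave cytotoxicity after 18 hours at 37 degrees C. The cells were HepG2 CAGA-GFP in 1% FBS DMEM, stimulated with 500 pg/mL TGF-beta after compound addition. %Activity was normalised to no-cell wells (complete cell-killing) and DMSO (no toxicity), and curves were fitted and classified.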
IL-1B inflam inh – qHTS for Inhibitors of Inflammasome Signaling: IL-1-beta AlphaLISA Primary Screen; THP-1 LPS/ATP IL-1B secretion, AlphaLISA, 16 h; hits give low values; actives 4.7% (n = 360,000); activity change, % at 57.5 µM; AID 743279, 2014; in the data active = activity change below about -50%; inconclusive = mostly about -30% to -49%; note: % is set by controls: 0 for no effect and ±100 for the full control effect
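Secreted IL-1B measured by AlphaLISA bead assay after 16 h compound exposure of THP-1 cells; compounds (final up to 57.5 uM) added 1 h before LPS (250 ng/mL) and ATP (1.25 mM) stimulation; lower signal means less secretion.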
KB-3-1 tox – qHTS assay for MDR1-selective chemotherapeutics: Primary screen using the parental adenocarcinoma cell KB-3-1; KB-3-1 viability, CellTiter-Glo ATP luminescence, 72 h; Potency, µM (highest dose often 46.1 µM), for inactives: at the highest dose activity change, negative = cytotoxic, usual class: cytotoxic; actives 1.4% (n = 400,000); AID 1347075, 2019; note: potency is the fitted concentration of half-maximal effect; % is set by controls: 0 for no effect and ±100 for the full control effect; nearly all actives have a fitted effect of over 60% in size
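Multi-concentration cytotoxicity screen in KB-3-1 cells grown in DMEM lacking phenol red with 10% FBS. After 72 h at 37 °C with compound, ATP-dependent luminescence was recorded.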
ATXN2 expr inh – Primary qHTS for Inhibitors of ATXN expression; HEK-293 ATXN2-luciferase reporter, luminescence, 24 h; Potency, µM (top dose mostly 57 µM), inactives show at the top dose activity change, negative = inhibition, most hits filed as inhibitors; actives 0.72% (n = 360,000); AID 1745845, 2022; note: potency is the fitted concentration of half-maximal effect; % is set by controls: 0 for no effect and ±100 for the full control effect; nearly all actives have a fitted effect of over 55% in size
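ATXN2-luciferase reporter cells (luciferase flanked by upstream and downstream ATXN2 gene portions) were treated 24 h at 37 °C with compounds at up to 57 uM. SteadyGlo luminescence gave expression; GF-AFC fluorescence gave viability.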
HT1080 IDH1KD tx – qHTS for induction of synthetic lethality in tumor cells producing 2HG: qHTS for the HT-1080-IDH1KD cell line. HT-1080 IDH1 knockdown viability, ATP luminescence, 48 h. Potency, µM (doses to about 46.1 µM), for inactives: at the top dose activity, negative = toxicity, actives largely listed as cytotoxic. actives 2% (n = 360,000). AID 686971, 2013;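 note: potency is the fitted concentration of half-maximal effect; 0% = DMSO wells and -100% = cell-free medium wells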
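Using the IDH1-knockdown HT-1080 line run in the same batch and compound series as the NT line, viability after 48 h at 37 °C was determined by CellTiter-Glo luminescence and expressed as % activity.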
SW480 rerep – A quantitative high throughput screen for small molecules that induce DNA re-replication in SW480 colon adenocarcinoma cells; SW480 DNA re-replication, Hoechst DNA content imaging, 48 h; Potency, µM (titrated, usually from 46.1 µM), for inactives: at the highest dose re-replication activation, most hits filed as activators; actives 1.8% (n = 340,000); AID 624297, 2012; note: potency is the fitted concentration of half-maximal effect; % of control where 0% means no effect; nearly all actives have a fitted effect of over 55% in size
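250 cells/well; 23 nL cpd via pin tool; 48 hr, 37 C, 5% CO2; Hoechst 40 min; imager read of total nuclear intensity, ex 405/em 500-530 nm.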
MCF10A rerep – A quantitative high throughput screen for small molecules that induce DNA re-replication in MCF 10a normal breast cells; MCF 10A DNA re-replication, Hoechst nuclear intensity, 48 h; Potency, µM (titrated, usually from 46.1 µM), inactives show at the top dose activity, positive = re-replication, most hits filed as activators; actives 2.9% (n = 350,000); AID 624296, 2012; note: potency is the fitted concentration of half-maximal effect; % of control where 0% means no effect; nearly all actives have a fitted effect of over 50% in size
* = called active by the depositor; i = inactive; ? = inconclusive; nt = no result given; & = joins results of further samples; [ ] = remark or other dose. Unless noted, calls come from the whole dose curve; as a rule, active = well fitted curve in the direction sought with a large enough effect; inconclusive = small, poorly fitted or top-dose-only effect, or another doubt; inactive = no such curve, though single readings can be large; an effect the other way counts as inactive or inconclusive.

SMILES | S2 tox | HT1080NT lethal | HepG2 tox | IL-1B inflam inh | KB-3-1 tox | ATXN2 expr inh | HT1080 IDH1KD tx | SW480 rerep | MCF10A rerep
Cc1cc(C)c(Cn2cnc3nc4c(cc3c2=O)CCCC4)c(C)c1 | i | nt | -9% | nt | 10% | 15% | nt | nt | nt
C/C=C/C=C/C(=O)O | i | 16% | 6% | 12 | 0% | 9% | 2% | ? | -7%&-1%
CC(C)c1ccc2nc(N)sc2c1 | i | -8% | 5% | 2 | -5% | 71%[activator] | -7% | 0% | -4%
CC(=O)Nc1ccc(S(=O)(=O)Oc2cccc(/C=C3\SC(N)=NC3=O)c2)cc1 | i | -3% | 0% | 70 | -10% | 4% | -22% | 28% | ?
O=C1NN(c2ccccc2)C(=O)/C1=C\c1coc2ccc(O)cc2c1=O | i | -13% | -5% | -25 | -12% | nt | ? | ? | ?
CSc1cccc(N2CC(C(=O)Nc3cccc(S(=O)(=O)N4CCCC4)c3)CC2=O)c1 (stereo unspecified) | i | 0% | -23% | 6 | 0% | -7% | -9% | 9% | 10%
Cc1nc(SCC(=O)Nn2c(-c3ccccc3)nc3ccccc3c2=O)n[nH]1 | i | 10% | -21% | 24 | 3% | -4% | -1% | -5% | -3%
Cc1cc(C)c2c(N)c(S(=O)c3ccc(C(C)(C)C)cc3)sc2n1 (stereo unspecified) | i | -28% | -23% | -67* | 6% | -17% | -13% | 2% | -6%
Cc1[nH]n(-c2ccccc2)c(=O)c1/C=N/N(C)c1ccccc1 | i | 3% | -53% | 0 | -6% | -17% | -4% | ? | -63%[inhibitor]
O=C(Nc1cc(Cl)ccc1Cl)C1CC(=O)N(c2ccccc2)C1 (stereo unspecified) | i | -19% | 5% | -9 | 17% | -8% | -10% | 0% | 0%
O=C(CCn1cccc1)Nc1nccs1 | i | 12% | -23% | 1 | 16% | 0% | 10% | -3%[9.22 µM] | 6%
COC(=O)CSc1nnc(-c2ccc3c(c2)OCO3)n1C | i | -5% | -6% | -7 | 7% | -2% | -1% | 0% | 11%
COc1cc(/C=C/C(=O)OCC(=O)NC(=O)NC(C)C)cc(OC)c1OC | i | -6% | -5% | -22 | -8% | 16% | -1% | -2% | -3%
CCC(C)(C)NC(=O)CN(CC1CCCO1)C(=O)CCC(=O)Nc1nccs1 (stereo unspecified) | i | 0% | 21% | 13 | -8% | 3% | 2% | 8% | 2%
COc1ccccc1OCC(=O)Nc1cc(Cl)ccc1N1CCCCC1 | i | -8% | -6% | 18 | -28% | -1% | -6% | 12% | ?
CC(C)c1ccc(C2c3[nH]c4ccccc4c3C[C@H]3C(=O)N(c4ccccc4C(=O)N4CCC[C@H]4C(=O)O)C(=O)N23)cc1 (stereo partly specified) | i | -20% | -40% | 12 | 0% | 5% | -29% | 5% | -10%
CC(C)OP(=O)(c1ccc(N(C)C)cc1)C(O)c1ccccc1F (stereo unspecified) | i | 6% | 8% | -4 | -1% | -5% | 0% | -4% | 20%
Cn1c(C(=O)NCc2cccc(Cl)c2)cc2oc3ccccc3c21 | i | nt | 1% | nt | -30% | 180%[activator] | nt | nt | nt
COCC1CCN(C(=O)C2CCN(c3nc(-c4ccccc4)nc4c3CCC4)CC2)C1 (stereo unspecified) | i | 0% | -40% | ? | nt | -9% | 0% | -2% | -1%
CC(C)c1ccc(NC(=O)CSc2ncc3c(n2)-c2ccccc2N(C)S3(=O)=O)cc1 | i | nt | 1% | nt | -4% | 10% | nt | nt | nt
CN1CCN(S(=O)(=O)c2ccc3[nH]c(=O)oc3c2)CC1 | i | -2% | 1% | 6 | 14% | -2% | 8% | -25% | -33%[inhibitor]
CC(=O)Nc1ccc(NC(=O)C2(C)Cc3c(-c4cccc(C(N)=O)c4)ccnc3O2)cc1 (stereo unspecified) | i | ? | -1% | 7 | 0% | 13% | 2% | nt | nt
Cn1cc(S(=O)(=O)N2CCCCC2)cc1C(=O)N1CCN(c2ccccc2F)CC1 | i | nt | -17% | nt | 0% | -12% | nt | nt | nt
c1ccc(CN2CCOCC2)nc1 | i | 0% | 10% | -9 | 13% | -9% | 1% | 0% | -1%
COc1ccccc1C(=O)NCCC(=O)NCCc1ccccc1 | i | 17% | -1% | -14 | -11% | 9% | 0% | -4% | -1%
Cc1ccc(Nc2nnc(SCC(=O)c3c(N)n(C4CC4)c(=O)[nH]c3=O)s2)cc1C | i | -20% | -20% | -5 | ? | 33%[activator] | ? | -42% | ?
O=C(Nc1ccc2c(c1)OCCO2)C1c2ccccc2OCC(=O)N1CCCN1CCOCC1 (stereo unspecified) | i | 14% | nt | 47 | -2% | 14% | 14% | nt | nt
CCC(C)NC(=O)CCS(=O)(=O)c1ccc2c(c1)n(C)c(=O)c(=O)n2C (stereo unspecified) | i | -6% | -3% | 13 | -2% | 8% | 6% | -1% | ?
COC(=O)c1c(C)oc(C)c1S(=O)(=O)NCc1ccc(Cl)cc1 | i | -2% | -1% | -16 | -9% | nt | 0% | -10% | 1%
N#Cc1ccccc1S(=O)(=O)N1CCN(CC(=O)Nc2ccnn2C2CCCC2)CC1 | i | 4% | 0% | 22 | 0% | 1% | 1% | 4% | 2%
Cn1c(=O)c2c(nc(NCc3ccc4c(c3)OCO4)n2Cc2ccccc2F)n(C)c1=O | i | 0% | -3% | -6 | ? | 4% | 1%[9.24 µM] | 1% | 1%
Cc1cccc(N2C(=O)CS/C2=N\NC(=O)c2cccnc2)c1C | i | 16% | 4% | 3 | -1% | -23% | 29% | -4% | 2%
COCCNC(=O)C(OC(=O)c1cc2oc(C)cc2n1C)C(C)C (stereo unspecified) | i | 7% | -1% | -28 | 4% | 23% | 9% | 0% | 1%
CC12CCC(C(=O)N3CCCc4ccccc43)(OC1=O)C2(C)C (stereo unspecified) | i | 2% | -5% | i | -3% | -3% | 7% | 0% | 15%
OC(COc1ccc(Cl)cc1Cl)CN1CCc2ccccc2C1 (stereo unspecified) | i | ? | -69% | -22 | ? | -17% | ? | 3% | ?
CC(=O)c1c(C)[nH]c(C(=O)COC(=O)c2cccs2)c1C | i | 1% | -21% | 18 | -4% | 33% | -1% | -6% | 0%
COc1cc(Cl)ccc1OCc1cc(C(=O)N(C)Cc2cccc3cnccc23)no1 | i | ? | -39% | -64* | ? | 2% | ? | -2% | ?
BrC(/C=C\c1ccccc1)=N/Nc1nc(N2CCOCC2)nc(N2CCOCC2)n1 | i | ? | -51% | -6 | -13% | -23% | ? | ? | 10µM*
Cc1cc(NC(=O)CSc2nnc(-c3cccc(F)c3)n2N)no1 | i | 6% | 1% | 3 | 9% | 0% | 6% | -7% | 5%
c1ccc(CCNCCCOc2cccc3ccccc23)cc1 | ? | ? | -84% | -101* | -3% | ? | ? | ? | ?
COCCn1c(SCC(=O)Nc2ccc3c(c2)OCCO3)nc2ccccc2c1=O | i | 1% | -20% | -23 | 0% | nt | -11% | nt | nt
O=C(OCC#Cc1c(COC(=O)c2ccccc2)nnn1Cc1ccccc1)c1ccccc1 | i | -6% | 5% | 4 | 0% | -14% | 2% | 8% | ?
CC(C)c1onc(C(=O)N2CCCCC2)c1[N+](=O)[O-] | ? | 0% | -25% | -65* | -7% | 1% | 0% | -1% | 13%
CO/N=C1\CCn2c1c(C)c1ccccc12 | i | 17% | -12% | -11 | 7% | 6% | ? | 6% | -3%
CCCS(=O)(=O)c1c(S(=O)(=O)CCC)c2ccccn2c1C(=O)OC | i | -4% | -17% | 7 | 5% | 15% | -14% | 10% | 3%
COC(=O)c1cc(=O)c2cccc(OC)c2[nH]1 | i | -11% | -4% | 15 | 2% | nt | 17% | -6% | -7%
C#CCN(C#N)c1nc(NCC)nc(NC(C)C)n1 | i | 6% | -9% | 14 | 6% | 16% | -2% | -3% | 0%
O=C(CSC(=S)N1CCSCC1)c1ccccc1 | i | 13% | -15% | 0 | -3% | 68%[activator] | 0% | 3% | ?
COc1cccc(NC(=O)COC(=O)c2nc(Cl)ccc2Cl)c1 | ? | 3% | 0% | 32 | -3% | 6% | 4% | -3% | 1%
CC1(C)CCC(=O)N2CC[C@H]3C[C@H](OC(=O)Nc4ccc5c(c4)OCO5)C[C@@H]1[C@H]32 | i | 0% | 4% | -15 | 2% | 73%[activator] | -7% | -8% | 2%
O=C(NCc1ccccc1)C12CN(Cc3ccccc3)CC1C(c1ccc([N+](=O)[O-])cc1)=NO2 (stereo unspecified) | i | 2% | -13% | ? | -2% | -3% | -2% | 0% | ?
O=C(C[C@H]1C/C=C\C[C@H](NC(=O)OCC2c3ccccc3-c3ccccc32)C(=O)OC[C@H]2CCCN2C1=O)NCCO | i | 1% | -9% | 31 | 0% | 5% | -3% | -8% | -2%
Cc1nc(-c2ccccc2)sc1C(N)=O | i | 22% | 14% | 6 | -4% | 22% | 20% | 1% | 2%
